TRPN1 ag: zebrafish TRPN1 channel agonists, primary screen, cell-based, HEK293, calcium fluorescence; activation, % at 3 µM; transient receptor potential cation channel N1 (TRPN1/NompC), Danio rerio; HEK293 zebrafish TRPN1-YFP, Fluo-8 calcium fluorescence; 100% = response to 87 µM carbachol; AID 1424, 2008; actives 0.18% (n = 220,000);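 active = activation above its plate's cutoff, the mean activation of test wells on that plate plus 3 SD, cut at about 19% in these data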;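 note: 0% = DMSO alone and 100% = 87 µM carbachol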
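Control set: carbachol 87 µM as high control, DMSO as low control; system: HEK293 stable line with zebrafish TRPN1-YFP; read-out: % activation versus carbachol response; detection: intracellular calcium fluorescence with Fluo-8; doses: single test compound dose, 3 µM nominal, 0.3% DMSO; schedule: dye 1 h 37 °C plus 30 min RT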
TRPML3 ag: human TRPML3 channel agonists, primary screen, cell-based, HEK293 TRPML3-YFP, Fluo-8 calcium fluorescence, 3 µM; Mucolipin-3 (Homo sapiens), Q8TDD5; 100% = the carbachol control signal; activation, % at 3 µM; actives 0.29% (n = 220,000); AID 1448, 2008;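 active = activation above its plate's cutoff, the mean activation of the plate's test wells plus 3 SD, cut at about 12% in these data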;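 note: 0% = DMSO only wells and 100% = carbachol wells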
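Test system: TRPML3-YFP stable HEK293 cells. Doses: single point at 3 µM. Incubation: dye loading 1 h 37 °C then 30 min ambient, 125 s read. Signal: Fluo-8 calcium dye fluorescence, ex 470-495, em 515-575 nm. Measure: percent activation from peak-to-basal fluorescence ratio, scaled between DMSO and carbachol.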
thrombin 1536: human alpha-thrombin inhibitors, primary screen, counter-screen for coagulation protease inhibitor project, biochemical, 1536-well, fluorogenic AMC substrate; Prothrombin (Homo sapiens), P00734; Boc-VPR-AMC fluorogenic substrate cleavage; inhibition, % at 5 µM; actives 0.26% (n = 220,000);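 active = inhibition at or above 40%; inactive = inhibition below 40%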;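 note: 0% = enzyme with no compound and 100% = wells without enzyme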
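Test system: human alpha-thrombin protein / Dosing: one concentration per compound, 5 µM, with 0.2% DMSO / Medium: pH 7.5 Tris-saline with Tween 20 / Benchmarks: no-compound enzyme wells and no-enzyme blanks / Read-out basis: percent inhibition of thrombin substrate cleavage / Timing: reaction at room temperature / Measured by: fluorescence, ex 355 nm, em 460 nm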
EBV gp42 inh: Epstein-Barr virus gp42 inhibitors, primary screen, biochemical, uHTS, fluorescence polarization; actives 0.42% (n = 220,000); Fluorescence polarization binding assay, mP read-out; Glycoprotein 42 (Epstein-Barr virus (strain AG876)), Q1HVG2; inhibition, % (tested at 21.74 µM); in the data active = inhibition above about 50%
Target sequence (Q1HVG2 whole entry, looked up): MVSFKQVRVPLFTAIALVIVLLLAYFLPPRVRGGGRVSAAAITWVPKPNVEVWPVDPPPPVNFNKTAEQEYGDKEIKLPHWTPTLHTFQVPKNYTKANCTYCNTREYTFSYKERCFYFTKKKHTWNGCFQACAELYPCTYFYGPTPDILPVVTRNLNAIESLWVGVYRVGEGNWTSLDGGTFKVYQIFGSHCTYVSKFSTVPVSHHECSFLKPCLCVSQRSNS
PPC-1+TRAIL kill: compounds killing PPC-1 cancer cells with TRAIL present, primary screen, TRAIL potentiator project, ATPLite luminescence, uHTS | PPC-1 cells + TRAIL, ATPLite viability luminescence | cell killing (% activity), % at 4 µM | actives 0.41% (n = 220,000) | AID 1443, 2008;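 active = cell killing above 50% in the first pass at 4 µM, then a duplicate retest at 5 µM averaging 50% or more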;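 note: plate controls were cells with TRAIL plus DMSO for no effect and medium-only wells lacking cells for full effect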
m-calpain inh: inhibitors of pig calpain II, primary screen, biochemical, fluorogenic peptide substrate, 1536-well; purified calpain II, 30 min; inhibition, % at 16 µM; actives 0.37% (n = 220,000);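 active = inhibition above about 50%, limit read from the data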
Furin inhibitor: human furin inhibitors, primary screen, biochemical, fluorescence intensity. AID 463115, 2010. inhibition, % at 30 µM. P09958. purified furin, fluorogenic substrate cleavage. actives 0.061% (n = 220,000); in the data active = inhibition above about 25%; note: inactives centre near -15
Target sequence (P09958 108-714 limits assumed): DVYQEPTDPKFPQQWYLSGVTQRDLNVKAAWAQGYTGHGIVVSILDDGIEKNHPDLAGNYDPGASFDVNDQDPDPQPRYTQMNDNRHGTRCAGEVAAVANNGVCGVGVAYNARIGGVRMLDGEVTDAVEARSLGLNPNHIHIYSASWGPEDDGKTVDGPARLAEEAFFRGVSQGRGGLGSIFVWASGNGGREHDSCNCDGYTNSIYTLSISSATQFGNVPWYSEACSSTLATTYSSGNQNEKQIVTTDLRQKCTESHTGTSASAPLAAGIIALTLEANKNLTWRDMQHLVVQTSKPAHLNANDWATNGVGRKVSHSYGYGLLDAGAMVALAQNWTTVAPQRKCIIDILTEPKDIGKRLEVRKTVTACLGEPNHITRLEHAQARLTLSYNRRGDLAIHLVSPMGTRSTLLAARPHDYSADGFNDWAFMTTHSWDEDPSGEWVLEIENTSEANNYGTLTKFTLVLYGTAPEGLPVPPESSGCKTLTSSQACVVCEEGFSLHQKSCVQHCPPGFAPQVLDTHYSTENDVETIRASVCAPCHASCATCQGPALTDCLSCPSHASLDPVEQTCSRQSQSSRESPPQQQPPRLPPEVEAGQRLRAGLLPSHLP
TbHK1 inh: Trypanosoma brucei hexokinase 1 inhibitors, primary screen, biochemical, G6PDH-coupled NADH absorbance, MLSCN library. recombinant TbHK1, G6PDH-coupled NADH A340. actives 0.11% (n = 220,000). hexokinase 1 [Trypanosoma brucei]. inhibition, % at 10 µM. AID 1430, 2008;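 active = inhibition of 50% or more in the single-dose primary screen; inactive = inhibition below 50%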
Cl transport mod: KCC2 cotransporter modulators, thallium flux, primary screen, cell-based, HEK293 KCC2, FluoZin-2 fluorescence, MLSMR; KCC2 cells, thallium flux FluoZin-2 fluorescence; AID 1456, 2008; Solute carrier family 12 member 5 (Homo sapiens), Q9H2X9; actives 2.2% (n = 190,000); B-score of Tl+ flux slope (higher = more flux/activation; lower = inhibition) at 10 µM;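 active = thallium flux slope and its plate-corrected score both differing from the plate sample mean at a set confidence after two filtering rounds, in either direction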;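 note: slope of fluorescence scaled to starting intensity during 10 to 20 s after thallium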
An asterisk follows results filed as active; i = inactive; . = no result given; [ ] = another dose, or the depositor's remark.

compound,thrombin 1536,EBV gp42 inh,Furin inhibitor,m-calpain inh,PPC-1+TRAIL kill,Cl transport mod,TRPN1 ag,TRPML3 ag,TbHK1 inh
Cc1ccc(NC(=O)CO/N=C/c2ccccc2C)c(C)c1,-5,-6,-9,37,19,-1.5,-1.7,-0.7,9
Nc1c(S(=O)(=O)c2ccccc2)c2nc3ccccc3nc2n1C1CC1,-10,6,-40,i,-1,0.58,0.5,-0.1,4
Cc1ccc(S(=O)(=O)NCCc2nnc3ccc(SCc4cccnc4)nn23)cc1,-2,-4,-19,18,24,0.23,-0.1,0.5,0
Cc1cccc2sc(NC(=O)c3cccc(S(=O)(=O)N4CCc5ccccc54)c3)nc12,-3,-21,3,-28,-12,-0.12,-0.6,0.8,1
Cc1ccccc1-n1c(SCC(=O)N/N=C/c2sccc2C)nc2ccccc2c1=O,0,-2,-8,-99,-3,-0.057,-0.1,0.5,36
C=CCc1cccc(CNc2ccc(Br)cc2)c1O,-8,10,-15,14,1,1.3,-0.4,-0.6,5
COc1ccc(C2NC(=O)NC(C)=C2C(=O)Nc2cccc(C)c2C)cc1 (stereo not drawn),-2,3,-32,-17,10,.,0.2,0.6,-3
CC(/C=N/NC(=O)c1ccccn1)=C\c1ccco1,-9,-21,2,-10,46,-0.59,-0.2,0.5,-110
O=C(Nc1ccccc1N1CCOCC1)c1ccc2c(c1)C(=O)N(Cc1ccncc1)C2=O,1,-13,-26,12,0,.,0.3,0.4,0
NC1=C(c2ccc(F)cc2)C(=O)CS1,1,0,-25,45,-6,0.18,-0.1,1.4,-2
CCOc1ccc(N2CC(C(=O)N/N=C/c3sccc3C)CC2=O)cc1 (stereo not drawn),0,-24,-17,-4,19,-0.69,0.6,0.1,-21
COc1ccc(C2/C(=C(/O)c3ccc4c(c3)CC(C)O4)C(=O)C(=O)N2CCN2CCOCC2)cc1 (stereo not drawn),-1,-17,6,9,-23,0.23,1.7,0.4,-8
CCc1ccccc1Nc1ccc(C(=O)O)cc1N,-5,.,-22,.,1,-0.17,-1.3,0.5,0
O=C(Nc1ccc(F)cc1)N1CCn2c(nc3ccccc32)C1,3,-5,-24,11,19,0.039,0.6,0.8,-6
O=c1c2ccccc2cnn1Cc1n[nH]c(=S)n1-c1ccccc1,-4,-8,-21,19,6,0.43,2.3,0.5,-4
Cc1cc(C)c(C)c(OCCOCCN2CCN(C)CC2)c1,0,-3,-26,-8,21,0.072,0.3,-0.1,-3
Cc1nc2nc(SCC(=O)C(C)(C)C)[nH]c2cc1Br,-1,-21,-24,17,0,1.2,1.4,1.1,-3
CCCCN(C)C(=O)c1ccc(CS(=O)(=O)c2ccccc2C)o1,-5,-30,-17,3,11,-1.1,0.7,0.4,0
Cc1ccc2c(Cl)cc(Cl)c(OCC(=O)N3CCCC3)c2n1,1,-12,-23,-67,6,3.7,-0.2,0.1,-15
COc1ccc(CCNC(=O)C2CC(=O)N(C3CCCCCCC3)C2)cc1OC (stereo not drawn),3,-11,-22[20 µM],-5,17,-1.1,1.8,0.9,-2
Fc1ccccc1CSc1ccc(-c2ccco2)nn1,-6,-1,-12,-46,16,-2.6,-2.0,-0.6,-10
CCO/C=C/C(O)(CNC(=O)COc1ccccc1F)C(F)(F)F (stereo not drawn),-10,13,-8,23,-10,0.12,-1.3,0.4,-6
COc1ccc(-n2c(=O)[nH]cc(C(=O)Nc3ccc(NC(C)=O)cc3)c2=O)cc1,.,.,-10[20 µM],.,-1,0.16,1.9,-0.2,-6
Cc1cc(C)cc(-n2c(C)cc(/C=N/NC(=O)CSc3ncccn3)c2C)c1,4,-9,-12[20 µM],-9,-6,.,-2.1,-0.8,-8
COCCNC(=O)CS(=O)Cc1nc(-c2ccccc2C)oc1C (stereo not drawn),-2,-11,-5,15,9,.,-0.8,0.0,-4

Record cards (already shown). Screens in order: thrombin 1536	EBV gp42 inh	Furin inhibitor	m-calpain inh	PPC-1+TRAIL kill	Cl transport mod	TRPN1 ag	TRPML3 ag	TbHK1 inh
`COc1ccc(-n2c(=O)[nH]cc(C(=O)Nc3ccc(NC(C)=O)cc3)c2=O)cc1` reads .	.	-10[20 µM]	.	-1	0.16	1.9	-0.2	-6
`Cc1ccccc1-n1c(SCC(=O)N/N=C/c2sccc2C)nc2ccccc2c1=O` reads 0	-2	-8	-99	-3	-0.057	-0.1	0.5	36
`CC(/C=N/NC(=O)c1ccccn1)=C\c1ccco1` reads -9	-21	2	-10	46	-0.59	-0.2	0.5	-110

(further entries)
compound,thrombin 1536,EBV gp42 inh,Furin inhibitor,m-calpain inh,PPC-1+TRAIL kill,Cl transport mod,TRPN1 ag,TRPML3 ag,TbHK1 inh
COc1ccccc1N1CCN(C(=O)Cn2nnc(-c3ccncc3)n2)CC1,-6,-10,-22,-18,7,0.22,1.5,0.2,3
CC(C)OC(=O)c1c(NC(=O)c2cnn3c2NC(c2ccccc2)CC3C(F)(F)F)sc2c1CCCC2 (stereo not drawn),-6,-26,-28[20 µM],6,8,0.28,0.6,1.0,-35
Cn1nccc1NC(=O)CSCC(=O)O,-3,-3,-9,16,11,.,-0.7,0.9,-6
COc1cccc(F)c1C(=O)NC(=O)Nc1ccc2nc(C)oc2c1,-4,27,-16,5,-10,i,2.9,0.8,-3
Cc1cccc(C)c1NC(=S)N/N=C/c1ccccc1C(=O)O,-9,-10,-1,12,-12,1.8,-0.9,0.9,-19
CCn1c(/C=C/N(C)c2ccccc2)[n+](CC)c2ccc(Cl)cc21,-4,-52,3[20 µM],32,16,.,0.6,1.0,-55
O=C(Nc1ccccc1-c1ccccc1)C(=O)Nc1ccccc1-c1ccccc1,-6,-9,-25,-24,-23,-0.6,2.5,0.8,-7
S=C1NCN(Cc2cccnc2)CN1c1cccc(Cl)c1,3,1,-31,-14,9,0.16,2.3,0.8,-4
CCc1ccc(NC(=O)/C(C#N)=C\c2ccc(OC)c(C(=O)O)c2)cc1,-7,-8,0,22,.,-0.025,0.9,0.8,-40
CC(=O)Nc1ccc(N(C)C)cc1[N+](=O)[O-],-3,-18,-5[20 µM],-7,7,.,1.5,0.1,-3
COC(=O)c1c(NC(=O)/C=C/C(=O)O)sc(C)c1-c1ccc(C)c(C)c1,0,-2,-9,-26,46,0.11,-1.7,-1.7,-15
COc1ccccc1CNC(=O)C1CCN(S(=O)(=O)c2c(C)noc2C)CC1,1,-3,-22[20 µM],7,10,0.56,0.1,0.8,5
C/C(=N\NS(=O)(=O)c1ccc(C)c([N+](=O)[O-])c1)c1ccc2c(c1)OCO2,-14,2,-19,-25,22,0.58,-0.1,1.1,-4
CCOc1ccc(C(=O)NCc2ccccn2)cc1,5,-14,-27,12,7,0.4,-0.2,1.0,-1
Cc1ccc(S(=O)(=O)N/N=C\c2cccnc2)cc1,-2,-4,-5,-6,23,-0.21,0.3,-0.3,-10
CCCn1c(-c2cc(OC)c(OC)c(OC)c2)nc2nc3ccccc3nc21,0,-22,8[20 µM],14,1,.,1.4,-1.0,-33
COc1ccc(C(OC(=O)c2c(C)noc2C)C(=O)NC2CCCC2)cc1 (stereo not drawn),3,-3,-20,-4,32,.,-0.6,-0.7,2
NC(=O)CNC(=O)[C@@H]1CC2(CC(c3ccc(Cl)cc3)=NO2)CN1C(=O)c1ccc(Br)cc1 (stereo partly drawn),1,1,-25[20 µM],-15,36,-0.14,0.1,0.4,3
Cc1ccc(O)c(-n2nc3ccccc3n2)c1,-1,-3,-28,-19,2,0.0025,1.0,-0.3,-9
CCN(CC)S(=O)(=O)c1ccc(N2CCOCC2)c(NC(=O)COc2ccc(C#N)cc2)c1,1,-14,0,5,18,1.3,1.5,-0.2,-1
O=C(/C=C/c1ccc([N+](=O)[O-])cc1)NCc1cccs1,-8,-14,-10,10,10,-0.57,-2.5,0.2,-13
CCN(CC)S(=O)(=O)c1ccc(C)c(NC(=O)Cn2cnc3cc([N+](=O)[O-])ccc3c2=O)c1,-8,-7,-4,-54,-7,-1.8,-2.1,0.0,-6
O=C1NN(c2ccccc2)C(=O)/C1=C\c1cccc(OC(=O)c2cccs2)c1,0,15,0[20 µM],0,1,-2.1,-1.2,-0.1,-2
Cc1cc(C)c2c(=O)n(CC(=O)N3CCC(Cc4ccccc4)CC3)sc2n1,-5,-27,-29,-21,12,-1.5,0.2,0.3,-3
CCCCn1nc2cc(C(=O)NC3CCCc4ccccc43)ccc2c1OCC (stereo not drawn),2,-6,-22[20 µM],-373,11,-0.74,-3.0,-1.0,2
O=C(Nc1nnc(CCN2CCCCC2)s1)c1ccccc1,1,6,-15,24,.,0.041,1.2,0.7,3
O=C(NCCN1CCCCC1)c1ccc(=O)oc1,-5,-2,-12[20 µM],-11,-20,.,1.2,0.0,-54
CCC(=O)Oc1ccc2oc(=O)cc(C)c2c1,-8,0,-17,-12,-7,-1.6,-1.3,0.8,-3
CC(C)C(O)(C#CCN1CCCCC1)C(C)C,-6,-5,-19,-14,2,0.17,0.5,1.1,-1
CCN(CC)S(=O)(=O)c1cc(NC(=O)CN2C(=O)NC3(CCCc4ccccc43)C2=O)ccc1C (stereo not drawn),-8,-13,-30,-11,30,-1.5,-0.3,0.5,-1
O=C(/C=C/c1ccccc1)N1CCN(S(=O)(=O)c2ccc(F)cc2)CC1,-3,7,-18,27,4,1.2,1.3,0.4,-7
COc1ccc(CN(C2CCCCC2C)S(=O)(=O)c2ccc(S(=O)(=O)N(C)C)cc2)cc1OC (stereo not drawn),-4,-4,-17,-3,11,0.96,39*,145*,-19
Cc1ccc(S(=O)(=O)N2CCC(=O)N(CCOCc3ccc(Cl)cc3)CC2)cc1,-2,0,-10,12,16,0.2,5.5,5.8,-2
FC(F)Sc1ccc(-n2cc(-c3ccccc3)[n+]3c2CCC3)cc1,-1,-3,-24,7,4,0.29,0.0,0.3,2
Cc1ccccc1OCc1nnc(SCc2cc(=O)[nH]c3ccccc23)n1-c1ccccc1,2,7,-15,14,38,-2.1,0.0,-0.9,33
Cc1cc([N+](=O)[O-])ccc1NC(=O)c1cccc(NC(=O)C(C)C)c1,-2,2,-12,-17,6,-0.5,2.1,1.6,-11
